Screens (PubChem)
NCF1 inh: p47phox (human) inhibition; P14598; p47phox/p22phox peptide binding, fluorescence polarization, 2 h; inhibition, % at 24.7 µM; actives 0.53% (n = 220,000);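 active means inhibition above about 30%, limit read from the data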;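 further: 0% = p47phox with labelled peptide and 100% = labelled peptide alone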
Furin inhibitor: blocks human furin protease activity; P09958; purified furin, fluorogenic substrate cleavage; inhibition, % at 30 µM; actives 0.061% (n = 220,000); AID 463115; in the data active means inhibition above about 25%; further: inactives centre near -15
EBV gp42 inh: blocks Epstein-Barr virus glycoprotein 42 binding. actives 0.42% (n = 220,000). Fluorescence polarization binding assay, mP read-out. Q1HVG2. inhibition, % (tested at 21.74 µM); in the data active means inhibition above about 50%
Target sequence (Q1HVG2 whole entry, looked up): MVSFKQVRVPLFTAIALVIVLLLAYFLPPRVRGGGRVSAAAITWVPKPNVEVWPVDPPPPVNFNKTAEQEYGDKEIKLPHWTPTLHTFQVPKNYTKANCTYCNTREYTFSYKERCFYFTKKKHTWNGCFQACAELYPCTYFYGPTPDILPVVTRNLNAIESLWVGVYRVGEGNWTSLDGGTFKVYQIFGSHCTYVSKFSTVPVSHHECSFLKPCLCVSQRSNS
p97 inhibitor: human p97 ATPase inhibition. P55072. actives 0.42% (n = 220,000). AID 1481. inhibition, % at 8 µM. recombinant p97 ATPase, Kinase-Glo ATP luminescence, 3 h; in the data active means inhibition above about 15%;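 further: 0% = DMSO vehicle and 100% = wells lacking enzyme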
Target sequence (P55072 whole entry, looked up): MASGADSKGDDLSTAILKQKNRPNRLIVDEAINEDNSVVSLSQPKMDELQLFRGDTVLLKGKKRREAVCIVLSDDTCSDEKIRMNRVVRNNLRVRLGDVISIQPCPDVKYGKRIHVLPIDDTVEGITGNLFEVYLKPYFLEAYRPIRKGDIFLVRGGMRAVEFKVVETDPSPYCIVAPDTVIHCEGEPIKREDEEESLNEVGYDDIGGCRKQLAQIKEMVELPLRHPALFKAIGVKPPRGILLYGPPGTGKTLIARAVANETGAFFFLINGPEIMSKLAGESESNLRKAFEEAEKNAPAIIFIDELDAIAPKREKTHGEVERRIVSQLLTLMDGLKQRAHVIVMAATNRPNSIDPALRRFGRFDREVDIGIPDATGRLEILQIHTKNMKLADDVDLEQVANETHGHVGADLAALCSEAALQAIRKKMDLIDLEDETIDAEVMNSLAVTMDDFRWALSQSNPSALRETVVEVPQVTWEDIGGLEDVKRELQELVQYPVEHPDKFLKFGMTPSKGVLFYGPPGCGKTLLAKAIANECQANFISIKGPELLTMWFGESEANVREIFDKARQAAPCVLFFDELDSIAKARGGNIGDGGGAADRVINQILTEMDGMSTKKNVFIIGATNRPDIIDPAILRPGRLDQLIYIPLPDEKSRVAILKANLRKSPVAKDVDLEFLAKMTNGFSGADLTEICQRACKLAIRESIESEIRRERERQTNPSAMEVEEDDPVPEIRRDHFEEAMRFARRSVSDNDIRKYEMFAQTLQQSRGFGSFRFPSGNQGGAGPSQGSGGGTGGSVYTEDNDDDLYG
Runt-SMMHC FRET: inhibitors of human RUNX1 Runt domain binding to CBFb-SMMHC. Q01196+Q13951. Cerulean-Runt/Venus-CBFb-SMMHC FRET ratio 530/480, 1 h. inhibition, % at 20 µM. actives 0.74% (n = 220,000). AID 1434;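 active means mean inhibition across duplicate retests at 20 µM reaching about 50%, limit read from the data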;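 further: 0% = DMSO wells and 100% = wells with excess untagged CBFb-SMMHC; inhibitors lower the FRET ratio by blocking Runt binding to CBFb-SMMHC; some results filed as inactive read as strong as hits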
RBBP9 inhibitor: blocks human serine hydrolase RBBP9 | O75884 | recombinant RBBP9, FP-Rh probe fluorescence polarization | actives 0.2% (n = 220,000) | AID 1515 | inhibition, % at 7.94 µM;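 active means inhibition above the campaign mean of all tested compounds plus 3 SD, cut at about 14% in these data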;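 further: plate controls were DMSO wells with RBBP9 for no effect and wells lacking RBBP9 protein for full effect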
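Material: RBBP9 protein. Amount: RBBP9 at 2.5 µM in dispensed solution, before mixing. Schedule: 30 min then 45 min, 25 °C. Medium: Tris buffer pH 8.0, NaCl, Pluronic. Measured by: fluorescence polarization. Measure: percent inhibition from mP, scaled between DMSO and no-protein wells. Replication: one well per compound.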
Calpain2 inh: blocks pig calpain II enzyme activity | purified calpain II, fluorogenic peptide substrate, 30 min | inhibition, % at 16 µM | actives 0.37% (n = 220,000);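 active means inhibition above about 50%, limit read from the data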
TbHK1 inh: T. brucei hexokinase 1 inhibition; inhibition, % at 10 µM; recombinant TbHK1, G6PDH-coupled NADH A340; actives 0.11% (n = 220,000);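 active means inhibition of 50% or more in the single-dose primary screen; inactive means inhibition below 50%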
Runt-CBFb FRET: inhibitors of human RUNX1 Runt domain binding to CBFb | actives 0.46% (n = 220,000) | inhibition, % at 20 µM | Q01196+Q13951 | AID 1496 | Cerulean-Runt/Venus-CBFb FRET ratio 530/480, 1 h;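 active means inhibition over about 50% at 20 µM in the single-dose screen, limit read from the data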;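 further: 0% = DMSO wells and 100% = excess unlabeled CBFb competitor control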
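Doses: 20 µM compound in 1% DMSO | Material: Cerulean-labeled Runt domain protein | Amount: Each fluorescent fusion protein 100 nM | Schedule: Two 1 h room-temperature incubations shielded from light | Measured by: FRET fluorescence | Evaluation: Loss of energy transfer signal | Controls: Unlabeled CBFb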
* hit, by the source's call; i = inactive; [ ] = another dose, or the depositor's remark.

SMILES	NCF1 inh	Furin inhibitor	EBV gp42 inh	p97 inhibitor	Runt-SMMHC FRET	RBBP9 inhibitor	Calpain2 inh	TbHK1 inh	Runt-CBFb FRET
O=C(CSc1ccsc1[N+](=O)[O-])N1CCCCC1	-4	-14	5	2	-2	-6	5	-15	2
COc1ccc(-c2cc(C(=O)O)c3c(C)nn(-c4ccccn4)c3n2)cc1	-5	-5[20 µM]	-10	5	2	-3	i	-10	-4
COc1ccc(-c2nc(CSCC(=O)N3CCN(c4cccc(C)c4)C(C)C3)c(C)o2)cc1OC (stereo not drawn)	-20	-15	0	-6	-2	-7	-23	-10	-2
CCN1CCN(c2cc(C)c3cc(NC(=S)N4CCOCC4)ccc3n2)CC1	-3	-23	-1	-2	7	3	-5	-16	4
CCOC(=O)CSc1nsc(SCC(=O)OCC)c1C#N	1	-29[20 µM]	-1	3	2	-5	13	-3	-1
O=C1CC(c2ccncc2)c2cc3c(cc2N1)OCO3 (stereo not drawn)	0	-4[20 µM]	-9	1	-1	-1	-14	-6	-1
CCN(CC)S(=O)(=O)c1ccc(C(=O)N2CCN=C2SC)cc1	-13	-19	-18	-4	1	-8	-5	-2	1
COc1cc(CNC(C)(C)CO)cc(Br)c1OCc1ccccc1	3	-7	7	-6	2	-6	11	14	1
Cc1ccc([N+](=O)[O-])cc1NC(=O)c1cccs1	3	-13	-8	3	0	1	1	-5	1
CCCCOc1ccc(-c2nc(SCC(N)=O)n[nH]2)cc1	-5	-17[20 µM]	-16	2	-5	-2	4	2	-1
COc1cccc(OC)c1C(=O)Nc1ccc(CN2CCCCC2)cc1	-3	-18[20 µM]	1	2	-1	2	20	-2	-1
CCCCC(=O)N1CC2(C)CN(C(=O)CCCC)CC(C)(C1)C2=O	-17	-18	0	0	4	-4	-30	31	-2
Clc1ccc2nc(N3CCN(c4ccccc4)CC3)sc2c1	-2	-18[20 µM]	-12	-2	6	-8	21	-12	3
CC(=O)Nc1ccc(Nc2ccccc2)cc1	-5	-15	-10	10	-1	-1	0	-6	1
CCOC(=O)c1c(C)nc2ccccn12	-10	-14	-4	4	1	1	-8	4	-2
CCCCOc1ccc(S(=O)(=O)Nc2ccc(NC(C)=O)cc2)cc1	-4	-19[20 µM]	-10	4	-1	-8	4	10	-4
Cc1ccc(C2CC(c3ccc(NS(C)(=O)=O)cc3)=NN2C(=O)c2ccco2)cc1 (stereo not drawn)	-58	-5	-15	-2	7	-2	-14	-38	-2
CCCNC(=O)c1noc2c1CCc1cc(OC)ccc1-2	5	-4	-23	-6	-1	-2	22	5	-4
O=C(CC1(O)C(=O)N(Cc2cccc3ccccc23)c2ccccc21)c1cccnc1 (stereo not drawn)	-6	-19[20 µM]	-25	9	1	-8	-113	-9	-2
CNC(=S)N/N=C/c1ccc(-c2ccc(Cl)c([N+](=O)[O-])c2)o1	4	-17	-2	2	14	0	11	-1	35
Cc1cc(C(=O)OCC(=O)NC(=O)NC(C)(C)C)c(C)o1	7	3	-10	-6	-1	-1	27	3	-3
CC(=O)N1CCC(N(C(=O)Nc2ccc(C)c(C)c2)C2CCCC2)CC1	-11	16[20 µM]	-20	1	3	-3	-1	-1	0
Nc1nc(-c2ccccc2Br)cs1	-6	-11[20 µM]	-17	2	0	-4	-8	2	-2
O=C(CNC(=O)c1ccc(Br)cc1)NCC(=O)OCC(=O)c1ccc([N+](=O)[O-])cc1	5	-3	3	-3	3	-2	17	10	10
O=C(COc1ccccc1Cl)Nc1ccc(C(=O)c2ccc(C(=O)O)cc2)cc1	-11	-17	-1	-1	-2	0	20	3	-1
COc1ccc(-c2nc3c(c4nnc(SC(C)C(=O)Nc5ccc(C)cc5)n24)COC(C)(C)C3)cc1 (stereo not drawn)	-1	-27	-17	3	-1	-3	-106	-11	-2
CCC(C)Sc1nnc(Cc2cc(=O)[nH]c(=O)[nH]2)n1-c1ccc(F)cc1 (stereo not drawn)	-14	-22	-3	-12	-7	2	19	-8	2
CCOC(=O)C1CCN(C(=O)Cn2cc(C#N)c3ccccc32)CC1	-4	-14[20 µM]	-21	-1	-3	-9	-21	2	1
COc1ccc(OCC(=O)O/N=C(\N)c2ccc(OC)cc2)cc1	1	-13	3	-7	-1	-3	7	-11	-2
COc1ccc(C(=O)NC(=S)NC(C)(C)C)cc1Br	-9	-11[20 µM]	-2	-6	5	-5	-6	-1	-2
O=C(O)[C@H](Cc1ccccc1)NC(=O)N1CCN(c2cccc(C(F)(F)F)c2)CC1	-9	-1	-9	0	0	-8	-20	-8	-1
CCOc1cc(C#N)c(NC(=O)c2ccnn2C)cc1OCC	4	-30	-9	2	-1	-1	-18	2	1
CCNC(=S)N(Cc1c(C)noc1C)c1ccccc1	-6	-14	-13	2	2	-6	-1	33	0
Cc1ccc(C(=O)N2CCN(c3ccc([N+](=O)[O-])c(NCc4cccnc4)c3)CC2)cc1	-3	6	-6	1	-4	-1	15	-10	-9
COc1ccc2sc(N3C(=O)C4CC=C(C)CC4C3=O)nc2c1 (stereo not drawn)	-5	-15[20 µM]	-20	-5	7	-5	-42	5	3
COc1ccc(OCc2nnc(SCC(=O)NNC(=O)c3ccc(C)cc3)n2C)cc1	2	-16	-26	11	1	2	1	26	-1
CC(C)Oc1ccc(NC(=O)Oc2ccccc2)cc1	-11	-7	-9	-3	-1	1	4	5	4
O=C(c1ccc(Br)o1)N1CCc2ccccc21	-16	-17	-22	-13	-3	-2	-26	-7	-1
Cc1ccc(C(=O)NCC(=O)NCCc2ccc(S(N)(=O)=O)cc2)s1	6	-16	1	11	-5	2	4	-11	1
O=C(c1ccccc1F)N1CCCC(C(=O)N2CCc3ccccc3C2)C1 (stereo not drawn)	-3	-13	-3	-3	1	-15	2	8	-1
COc1ccc(-c2csc(Nc3ncccc3C)n2)cc1	-17	-7[20 µM]	14	-3	3	0	28	-8	4
CC(C)c1nnc(NC(=O)COc2ccccc2[N+](=O)[O-])s1	1	-15	-8	0	-2	-8	1	-1	0
O=C(CCc1nnc(C2CCCCC2)o1)NCc1ccc(F)c(F)c1	0	-28	-4	-1	-4	-7	-5	-2	-1
CCOP(=O)(c1ccccc1Cl)C1(O)CCCCC1 (stereo not drawn)	-8	-26	-20	1	-1	-8	5	4	0
O=C(CC(C(=O)O)c1ccccc1)c1cccs1 (stereo not drawn)	-16	-15	-10	2	0	-5	-9	-8	1
CC(C)CN1C(=O)c2ccc(NC(=O)Cc3ccccc3)cc2C1=O	-6	-27	1	2	-9	-2	-83	-5	2
CN(C(=O)c1ccccc1)C1(C)CCS(=O)(=O)C1 (stereo not drawn)	-17	-6[20 µM]	2	2	-2	0	18	1	-2
CSCC[C@H](NC(=O)OC(C)(C)C)C(=O)N/N=C/c1cccc2nccnc12	-5	0	-3	-8	1	-5	14	-20	-1
Cn1c(Cn2nnc3ccccc32)nnc1SCC(=O)c1ccc(F)cc1	-5	-13	0	1	2	-1	-8	5	2
CCCC(=O)Nc1cc(Cl)ccc1N1CCN(C(=O)CC)CC1	-1	-27[20 µM]	-6	-3	6	6	3	0	1
Cc1ccc(S(=O)(=O)N(CC(=O)Nc2ccc(Cl)c([N+](=O)[O-])c2)C2CCCCC2)cc1	-31	-24	-17	0	2	-26	-27	5	0
CC(C)c1cccc(C(C)C)c1NC(=O)c1ccc(OCC(=O)NCc2ccccc2)cc1	6	-21	-23	12	7	-7	43	11	3
C#CC(C)(C)NC(=O)CSc1nc2c(c(=O)n(C)c(=O)n2C)n1CCCC	-10	-26	-7	8	0	-1	-8	-1	3
COCCN1C(=O)C(CC(=O)Nc2ccc(C(C)=O)cc2)SC1=Nc1ccccc1 (stereo not drawn)	-5	-15	-1	3	-1	-2	-9	-5	-4
c1cncc(CNc2ccc3c(c2)OCO3)c1	-3	-8[20 µM]	3	0	5	-12	-46	-12	3
COCCCNC(=O)c1cc(Sc2ccc(F)cc2)nc2ccccc12	7	-10	-6	-2	4	-8	6	-13	-1
Cc1ccccc1S(=O)(=O)Nc1nc2ccccc2nc1NCCO	-14	-18[20 µM]	-3	2	9	-2	-136	-27	3
CCC(C)c1ccc(O)c(NC(=O)c2cncc(Br)c2)c1 (stereo not drawn)	0	-2[20 µM]	-3	-7	2	-15	-22	9	2
Cc1ccc(C)c(/C=N/NC(=S)NC(C)C)c1	-2	-28	-11	1	4	-3	-6	2	-4
CSc1cccc(NC(=S)N(CCCN2CCCC2)Cc2cccn2Cc2ccc(Cl)cc2)c1	32*	-8	-2	0	2	2	-48	12	2

Some of these compounds in order of SMILES length, lowest first:
SMILES	NCF1 inh	Furin inhibitor	EBV gp42 inh	p97 inhibitor	Runt-SMMHC FRET	RBBP9 inhibitor	Calpain2 inh	TbHK1 inh	Runt-CBFb FRET
O=C(c1ccc(Br)o1)N1CCc2ccccc21	-16	-17	-22	-13	-3	-2	-26	-7	-1
CCOP(=O)(c1ccccc1Cl)C1(O)CCCCC1 (stereo not drawn)	-8	-26	-20	1	-1	-8	5	4	0
Cc1ccccc1S(=O)(=O)Nc1nc2ccccc2nc1NCCO	-14	-18[20 µM]	-3	2	9	-2	-136	-27	3
CSCC[C@H](NC(=O)OC(C)(C)C)C(=O)N/N=C/c1cccc2nccnc12	-5	0	-3	-8	1	-5	14	-20	-1
Cc1ccc(C2CC(c3ccc(NS(C)(=O)=O)cc3)=NN2C(=O)c2ccco2)cc1 (stereo not drawn)	-58	-5	-15	-2	7	-2	-14	-38	-2
Cc1ccc(S(=O)(=O)N(CC(=O)Nc2ccc(Cl)c([N+](=O)[O-])c2)C2CCCCC2)cc1	-31	-24	-17	0	2	-26	-27	5	0

New compounds follow.
SMILES	NCF1 inh	Furin inhibitor	EBV gp42 inh	p97 inhibitor	Runt-SMMHC FRET	RBBP9 inhibitor	Calpain2 inh	TbHK1 inh	Runt-CBFb FRET
CCS(=O)(=O)CCSC1OC(COC(C)=O)C(OC(C)=O)C(OC(C)=O)C1OC(C)=O (stereo not drawn)	6	-18	-20	9	2	2	10	-2	-2
Cc1ccc(NC(=O)Cc2c[nH]c3ccccc23)cc1S(=O)(=O)N1CCCCCC1	-59	-8	-46	5	1	-4	-9	-6	2
CCSc1nnc(NC(=O)C(C)C)s1	-4	-16	6	-1	-2	-2	-3	3	1
Cc1onc(-c2c(F)cccc2Cl)c1C(=O)NNC(=O)C1CCN(Cc2cccc(F)c2)CC1	-2	-36	-18	2	-5	6	-7	4	1
Cc1cccc(Cc2cnc(N3C(=N)SC(c4ccccc4)C3=O)s2)c1 (stereo not drawn)	-5	-5	-17	1	2	-10	0	34	-8
Cc1cc(C)cc(C(=O)NC(=S)Nc2ccc(-c3cc4ccccc4oc3=O)cc2)c1	-27	-6	-17	-4	-2	-6	7	-18	-2
CCOC(=O)CC(NC(=O)c1cc2ccccc2oc1=O)c1cccc([N+](=O)[O-])c1 (stereo not drawn)	-21	-20	-6	1	-2	1	7	-30	1
O=C(NCc1ccco1)C(=O)c1c[nH]c2ccccc12	-15	-11	-6	-1	-4	-9	22	-14	1
COc1ccc(N2CC(C(=O)NC3CC(C)(C)NC(C)(C)C3)CC2=O)cc1 (stereo not drawn)	-7	-35	-11	-1	-2	-8	6	-1	21
Cc1ccc(OCCn2cc(/C=C3\C(=O)NN(c4ccccc4)C3=O)c3ccccc32)cc1	1	-24	-3	8	-16	-2	-47	3	-12
O=C(Nc1ccccc1C(=O)N1CCOCC1)c1ccco1	-8	-25	3	-4	8	-8	1	-1	-2
